ZTA DNA inh = counter-screen for EBNA-1 inhibitors: inhibitors of Epstein-Barr virus ZTA | P03206 | ZTA-DNA binding, fluorescence polarization | inhibition, % at 11 µM | 0.15% of 320,000 active; in the data active = inhibition above about 33%
PAFAH1B3 FP inh = PAFAH1B3 enzyme inhibitors, primary screen, biochemical, fluorescence polarization, human; 0.28% of 340,000 active; Platelet-activating factor acetylhydrolase IB subunit alpha1 (Homo sapiens), Q15102; recombinant PAFAH1B3, FP-rhodamine probe; inhibition, % at 3.39 µM;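 active = inhibition above the screen-wide average of all tested compounds plus 3 SD, cut at about 25% in these data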;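 note: 0% = enzyme with DMSO only and 100% = wells lacking PAFAH1B3 protein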
LYPLA2 counter = LYPLA2 inhibitors, primary screen, counter-screen for PME1 inhibitor project, biochemical, fluorescence polarization, FP-Rh probe ABPP. 0.38% of 320,000 active. Acyl-protein thioesterase 2 (Homo sapiens), O95372. inhibition, % at 5.9 µM. recombinant LYPLA2;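 active = inhibition above the screen-wide mean plus 3 SD, limit set per campaign, cut at about 26% in these data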;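 note: 0% = LYPLA2 with DMSO and 100% = wells lacking LYPLA2 enzyme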
PAFAH2 inh = PAFAH2 enzyme inhibitors, primary screen, biochemical, fluorescence polarization, human | Platelet-activating factor acetylhydrolase 2, cytoplasmic (Homo sapiens), Q99487 | recombinant PAFAH2, FP-rhodamine activity probe | inhibition, % at 3.39 µM | 0.99% of 340,000 active | AID 492956, 2010;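 active = inhibition above the mean over all tested compounds plus 3 SD, cut at about 30% in these data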;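 note: inhibitors block probe labeling of enzyme so polarization drops; 0% = enzyme with DMSO and 100% = wells lacking PAFAH2 protein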
LYPLA1 counter = LYPLA1 inhibitors, primary screen, counter-screen for PME1 inhibitor project, biochemical, fluorescence polarization, FP-Rh probe ABPP; 0.16% of 320,000 active; recombinant LYPLA1; inhibition, % at 5.9 µM; AID 2174, 2009;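 active = inhibition above the mean of all tested compounds plus 3 SD, set per campaign, cut at about 14% in these data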;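 note: inhibitors block serine hydrolase probe labeling of LYPLA1 so polarization falls; 0% = enzyme with DMSO and 100% = wells lacking LYPLA1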
Target sequence (O75608 whole entry, looked up): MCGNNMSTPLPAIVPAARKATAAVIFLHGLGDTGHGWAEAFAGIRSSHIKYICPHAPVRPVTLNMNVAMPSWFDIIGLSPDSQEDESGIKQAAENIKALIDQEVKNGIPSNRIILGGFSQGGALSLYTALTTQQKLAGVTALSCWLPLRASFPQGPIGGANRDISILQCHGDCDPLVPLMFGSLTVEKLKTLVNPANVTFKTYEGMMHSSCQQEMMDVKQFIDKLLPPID
GSTO1 inh = inhibitors of recombinant GSTO1, primary screen, counter-screen for RBBP9 inhibitor project, biochemical, fluorescence polarization | inhibition, % at 5.96 µM | 1.1% of 300,000 active | AID 1974, 2009 | activity-based probe fluorescence polarization | Glutathione S-transferase omega-1 (Homo sapiens), P78417;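 active = inhibition above the campaign mean inhibition plus 3 SD, cut at about 35% in these data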;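 note: 0% = GSTO1-1 with DMSO and 100% = wells lacking GSTO1-1 enzyme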
PAD4 inh = human PAD4 inhibitors, primary screen, biochemical, fluorescence polarization, 1536-well format; inhibition, % at 6.36 µM; AID 485272, 2010; recombinant PAD4, RCA probe fluorescence polarization; Protein-arginine deiminase type-4 (Homo sapiens), Q9UM07; 0.41% of 330,000 active;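 active = percent inhibition above a cutoff equal to the mean of all tested compounds plus 3 SD, cut at about 15% in these data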;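 note: 0% = PAD4 with RCA probe and DMSO and 100% = probe without PAD4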
Target sequence (Q9UM07 whole entry, looked up): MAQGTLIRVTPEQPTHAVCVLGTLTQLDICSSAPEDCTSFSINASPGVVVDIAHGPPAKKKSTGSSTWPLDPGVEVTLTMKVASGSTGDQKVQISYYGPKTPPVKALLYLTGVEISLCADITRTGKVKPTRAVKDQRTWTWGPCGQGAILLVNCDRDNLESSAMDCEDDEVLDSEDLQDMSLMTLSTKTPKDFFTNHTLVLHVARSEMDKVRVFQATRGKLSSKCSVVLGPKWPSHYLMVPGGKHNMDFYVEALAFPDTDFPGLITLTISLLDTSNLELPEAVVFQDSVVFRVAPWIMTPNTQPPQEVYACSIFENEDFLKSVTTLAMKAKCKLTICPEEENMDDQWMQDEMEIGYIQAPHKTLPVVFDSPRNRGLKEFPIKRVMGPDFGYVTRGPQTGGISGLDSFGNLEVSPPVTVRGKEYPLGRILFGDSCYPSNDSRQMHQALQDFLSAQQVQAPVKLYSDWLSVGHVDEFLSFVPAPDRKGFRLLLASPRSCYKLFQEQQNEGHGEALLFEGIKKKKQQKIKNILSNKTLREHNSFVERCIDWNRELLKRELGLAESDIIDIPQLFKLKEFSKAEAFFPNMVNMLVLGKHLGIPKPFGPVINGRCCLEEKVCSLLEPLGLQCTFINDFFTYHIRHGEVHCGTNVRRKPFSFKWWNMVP
EBNA-1 inh = EBNA-1 DNA-binding inhibitors, primary screen, biochemical, fluorescence polarization; inhibition, % at 14.8 µM; 0.34% of 300,000 active; AID 1950, 2009; in the data active = inhibition above about 28%
PREPL inhibitor = PREPL enzyme inhibitors, primary screen, biochemical, fluorescence polarization | recombinant PREPL, fluorescence polarization activity-based probe | AID 2751, 2010 | inhibition, % at 5.96 µM | 0.68% of 320,000 active | Prolyl endopeptidase-like (Homo sapiens), Q4J6C6; in the data active = inhibition above about 43%;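 note: 0% = enzyme with DMSO and 100% = wells lacking enzyme; many of its hits are not listed in these tables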
* hit, by the source's call; . = not tested or not shown.

SMILES	ZTA DNA inh	PAFAH1B3 FP inh	LYPLA2 counter	PAFAH2 inh	LYPLA1 counter	GSTO1 inh	PAD4 inh	EBNA-1 inh	PREPL inhibitor
O=C(NCC(c1ccc(F)cc1)N1CCOCC1)c1ccc(-c2ccccc2)cc1 (stereo not drawn)	.	-12	.	5	.	.	1	.	35
Cc1ccccc1Nc1nc(-c2sc(NC(=O)c3ccccc3)nc2C)cs1	-10	.	-5	.	-8	0	-7	-2	8
COc1ccc(S(=O)(=O)n2ccc(-c3cnc(-c4ccccc4)s3)n2)cc1	-9	-17	-16	-26	-19	-12	-3	7	-63
CC(C)[C@H](NS(=O)(=O)c1ccccc1)C(=O)OCC(=O)Nc1ccccc1Sc1ccccc1	9	-1	-5	6	0	4	-1	-8	-4
Fc1cccc(Cl)c1CSc1ccc2nnc(-c3ccccn3)n2n1	-10	5	-5	-1	0	-3	2	-1	36
COc1ccc(CNC(=O)COc2ccc(F)cc2)cc1	2	14	5	-2	1	5	2	-2	-9
CCCCNC(=O)C1CCN(S(=O)(=O)c2ccc3c(c2)CC(C)N3C(=O)C2CC2)CC1 (stereo not drawn)	3	5	2	12	1	0	2	9	1
CSc1ccccc1C(=O)Nc1ccc2c(c1)OCO2	5	-2	15	-16	2	3	5	-1	13
CCc1ccc(NC(=O)CSc2nnc(-c3cccs3)n2CC)cc1	6	-3	0	3	0	3	1	0	-45
CN(C)c1ccc(NC(=O)c2cccc(N3C(=O)C4C5C=CC(C5)C4C3=O)c2)cc1 (stereo not drawn)	-1	3	3	-4	2	-4	-7	-9	10
CCN(CC(=O)NCc1cccs1)C(=O)c1ccc(NS(=O)(=O)c2cccc([N+](=O)[O-])c2)cc1	-9	3	2	1	-3	-15	1	-12	0
Clc1cccc(Oc2ncc(CN3CCOCC3)s2)c1	14	2	5	4	3	5	1	4	8
CCC(CC)C(=O)N1c2ccc(F)cc2CCC1C (stereo not drawn)	11	-4	-3	1	2	-7	-3	2	-5
CN(C)c1ccc(/C=N/NC(=O)CCCCCNC(=O)c2ccccc2)cc1	-7	1	1	-1	-1	6	-1	-3	12
CCCCSc1nnc(-c2ccc(C)cc2)n1C	9	11	0	-1	0	6	-3	5	-1
CCCCCCCCn1c(N2CCN(c3cccc(Cl)c3)CC2)nc2c1c(=O)[nH]c(=O)n2C	2	3	6	-4	1	-2	-7	3	13
Cc1ccccc1N1CCN(C(=S)c2ccc([N+](=O)[O-])cc2)CC1	0	6	-8	-2	-2	-1	20*	-9	15
CC(C)N1CC2=C(OC(N)=C(C#N)C2c2cccnc2)/C(=C/c2cccnc2)C1 (stereo not drawn)	-5	2	16	-1	9	6	16*	3	8
CC(=O)c1cnc2c(-c3ccccc3)c(C(F)(F)F)nn2c1C	9	-2	3	-11	-3	-4	-2	-3	11
NS(=O)(=O)c1ccc(CCNC(=O)COC(=O)CCSc2ccc(Cl)cc2)cc1	-12	3	-5	0	0	-2	-2	-21	6
O=C(NCc1cccc(C(F)(F)F)c1)C1CCC(=O)N(C2CCCCCC2)C1 (stereo not drawn)	16	1	6	1	0	-8	-3	2	4
O=C(CN1CCN(c2ccc(O)cc2)CC1)NCC(=O)Nc1ccc(F)c(F)c1F	1	6	3	-6	0	.	0	.	14
CC(=O)N(CN1C(=O)C2CC=CCC2C1=O)c1cccc(Cl)c1 (stereo not drawn)	1	-3	-1	2	1	-4	4	15	5
Cc1c(N=C/C=C2\N(C)c3ccccc3C2(C)C)c(=O)n(-c2ccccc2)n1C	-5	-1	4	-86	1	1	2	0	9
O=C(COC(=O)COc1ccccc1)Nc1ccc(Br)cc1F	.	8	.	-3	.	.	6	.	19
CSc1ccccc1NC(=O)c1ccc(C)o1	-6	5	4	-7	0	4	-2	6	-1
O=C(NCCC1=CCCCC1)c1c(O)nc2sccn2c1=O	3	-1	-2	5	2	3	-6	-6	-4
COc1ccccc1NC(=O)COC(=O)C1CCCC1	.	2	.	3	.	.	-3	.	3
CCN(CC)C(=O)c1cn(-c2ccccc2)nc1-c1ccc2c(c1)OCCO2	-9	1	9	5	5	-1	-8	2	13
CC1(C)CC(=O)c2c(Cc3ccccc3)n[nH]c2C1	-3	5	-5	0	0	2	3	-2	7
Cc1cccc(OCCOc2ccc(/C=N/NC(=O)Cc3nnc(N)s3)cc2)c1	9	-12	-1	-1	1	4	-6	-2	14
COc1cc(C(=O)NCCOc2ccc(F)cc2)c(Br)c(OC)c1OC	-21	7	1	0	-1	-3	-7	6	-1
Cc1ccc(S(=O)(=O)Cc2sc3ccccc3[n+]2C)cc1	-6	0	-4	6	-4	6	5	9	-6
Cn1c(=O)c2c(nc(N3CCN(c4ccccc4)CC3)n2CCCc2ccccc2)n(C)c1=O	9	2	-9	6	1	2	-1	-9	12
O=S(=O)(NC1CCCCC1N1CCOCC1)c1ccc(Cl)cc1 (stereo not drawn)	1	5	-6	-4	0	2	1	-5	-19
C=C(C)[C@@H]1CCC2(C(=O)O)CC[C@]3(C)[C@H](CC[C@@H]4[C@@]5(C)CCC(=O)C(C)(C)[C@@H]5CC[C@]43C)[C@@H]12 (stereo partly drawn)	7	-2	0	-6	-1	4	2	1	-11
CCCCCCCCS(=O)c1sc2nc3c(cc2c1N)CCCC3 (stereo not drawn)	12	13	12	4	4	-42	7	1	6
O=C(CNS(=O)(=O)c1cccc(C(F)(F)F)c1)Nc1ccccc1F	4	-11	0	-1	-2	3	2	-5	-1
CC(Cc1ccccc1)C(=O)NCc1ccncc1 (stereo not drawn)	-5	-2	-2	-12	-1	4	-2	4	12
CC1CCN(S(=O)(=O)c2cc(Cl)ccc2Br)CC1	5	-4	-4	10	0	5	-3	-3	3
O=C(C1=C(O)C(=O)N(CC2CCCO2)C1c1cccc(O)c1)c1ccco1 (stereo not drawn)	7	1	2	-2	-2	1	-5	3	6
CC(=O)Nc1ccc(NC(=S)Nc2ccc(Br)cc2)cc1	23	9	-8	-1	-4	-6	-1	3	-8
C(=N\Nc1ccccc1)/c1nc2ccccc2s1	-8	1	4	2	-2	4	4	-5	37
Cc1ccc(CNC(=O)C2CCC(=O)N(CCCN3CCOCC3)C2)cc1 (stereo not drawn)	3	13	0	2	-1	-4	0	4	20
CCOC(=O)c1ccc(N2C(=O)C3C(/C=C/c4ccccc4)OC4(C(=O)c5ccccc5C4=O)C3C2=O)cc1 (stereo not drawn)	6	-6	-6	-4	-5	-3	-2	-12	10
O=C(CN1C(=O)/C(=C\c2cccc(Br)c2)Oc2ccccc21)NCC1CCCO1 (stereo not drawn)	-5	-5	7	-6	-3	0	-5	-18	5
CCCCOc1ccc(N(CC(=O)NC(C)C)C(=O)CCC(=O)Nc2ccccn2)cc1	-12	0	-3	0	4	5	-8	0	6
COc1ccc(C)cc1N1C(=N)/C(=C2/Nc3ccccc3S2)C(c2ccccc2)C1=O (stereo not drawn)	12	10	-4	3	-6	4	5	8	2
C/C=C/C(O)c1ccc2ccccc2c1 (stereo not drawn)	1	.	5	.	7	-5	-1	-2	-6
C#CCNC(=O)C1=C[C@@H](c2ccc(C(F)(F)F)cc2)C[C@@H](OCCCCO)O1	2	-10	6	-1	0	5	3	12	9
O=S(=O)(c1ccc2c(c1)OCCO2)N1CCCN(S(=O)(=O)c2c(F)cccc2F)CC1	-21	8	0	-3	0	.	4	.	-2
CCCC[C@@H]1CNCCN1CC1(c2ccccc2)CC1	-6	1	-1	1	-1	-1	0	10	-3
Cc1ccc(-c2csc(=S)n2CC(=O)OCC(=O)NCc2ccc(F)cc2)cc1	20	.	4	.	3	5	2	15	-17
CC(=O)c1ccc(OCCOc2ccc(Cl)c3cccnc23)cc1	-9	0	0	5	-2	14	-1	-12	-8
Cc1ccc(C(=O)ONc2ccc(N=O)cc2)cc1	2	-4	1	57*	1	7	-1	6	35
CC(/C=N/NC(=O)Cc1cccs1)=C\c1ccco1	7	6	-3	12	-1	3	-2	2	1
O=C1C=C(c2ccc3c(c2)OCO3)CCC1	-11	10	4	6	1	6	-4	-8	-3
COc1ccc(NC(=O)CCc2nnc3ccc(NCc4ccco4)nn23)cc1OC	28	3	-6	-5	-3	4	-2	-4	21
CCc1nnc(NC(=O)CSc2nnc(C(C)NC(=O)c3ccccc3)n2C)s1 (stereo not drawn)	-3	7	5	-3	-3	6	0	-6	12
CC1(OC(=O)CCc2ccccc2)C(=O)C=C2C=C(c3ccc(C#N)cc3)N(C(CO)CO)C=C2C1=O (stereo not drawn)	-12	9	4	1	0	21	-17	-2	7

The results go on:
SMILES	ZTA DNA inh	PAFAH1B3 FP inh	LYPLA2 counter	PAFAH2 inh	LYPLA1 counter	GSTO1 inh	PAD4 inh	EBNA-1 inh	PREPL inhibitor
COc1ccc(NC(=S)NNc2ccc(C(=O)O)cc2)cc1	-12	8	-4	8	-1	-15	-4	-20	-4
COc1ccc(C(=O)N(C)CC(=O)Nc2cccc(F)c2)cc1S(=O)(=O)NC1CCCC1	-9	8	4	0	-1	9	-3	-1	11
CNCc1sccc1C	8	6	-2	5	-1	-4	-4	8	-13
Cc1ccc(C(C)C)c(OCCNS(C)(=O)=O)c1	7	0	-1	-3	-4	-2	2	5	-7
CC(C(=O)N1CCCCCC1)c1ccc([N+](=O)[O-])cc1 (stereo not drawn)	-2	-1	1	3	-1	0	-2	14	0
Cc1ccc(Cc2c(C)nc3nc(SCC(=O)NCc4ccco4)nn3c2C)cc1	9	6	6	5	-1	-2	1	10	9
Cc1nc(-c2ccccc2)sc1C(=O)Nc1ccccc1F	0	-7	9	-2	2	0	-6	4	1
O=C(Nc1ccccc1)N1CCN(c2ccc(F)cc2)CC1	-21	9	2	8	-1	6	4	1	15
O=C(COc1ccc(Cl)cc1)NCCS(=O)(=O)N1CCN(c2ccc(F)cc2)CC1	12	5	8	-10	1	-1	1	5	-37
Cn1c(=O)c2c(ncn2CC(=O)OCC(=O)c2ccc(Cl)cc2)n(C)c1=O	-2	4	3	6	0	4	2	2	-6
CCN(C[C@H]1N[C@@](Cc2ccccc2)(C(=O)OC)[C@H]2C(=O)N(C)C(=O)[C@@H]12)C(=O)c1ccc(F)cc1	.	11	.	3	.	.	1	.	5
Cn1c(=O)oc2ccc(C(=O)CSc3nnnn3-c3ccccc3)cc21	-25	5	8	-2	5	0	1	7	-7
CCCCN(C(=O)c1ccc(-c2ccc(Cl)cc2)o1)c1c(N)n(CCC)c(=O)[nH]c1=O	2	1	3	1	0	.	-3	.	5
O=[N+]([O-])c1ccc(N2CCOCC2)cc1NC(c1ccccc1)c1ccccc1	-1	0	-5	7	1	-3	2	-2	6
CCOC(=O)NC(=O)/C(C#N)=C\Nc1ccc(Cl)cc1Cl	27	2	-2	1	-1	-5	2	3	-5
COc1ccccc1N=Nc1ccc(N)c(C)c1	-3	11	3	1	1	9	-1	-15	21

Compound activity as filed in PubChem.

Some of the compounds tested; count on the stated rates, not on these rows.
